SENP8 block-1: SENP8 protease inhibitors, primary screen, biochemical, luminescence; purified SENP8, Z-RLRGG-aminoluciferin cleavage; inhibition, % at 10 µM; AID 2540, 2010; Sentrin-specific protease 8 (Homo sapiens), Q96LD8; 1.2% of 330,000 active; in the data active = inhibition above about 50%
Target sequence (Q96LD8 whole entry, looked up): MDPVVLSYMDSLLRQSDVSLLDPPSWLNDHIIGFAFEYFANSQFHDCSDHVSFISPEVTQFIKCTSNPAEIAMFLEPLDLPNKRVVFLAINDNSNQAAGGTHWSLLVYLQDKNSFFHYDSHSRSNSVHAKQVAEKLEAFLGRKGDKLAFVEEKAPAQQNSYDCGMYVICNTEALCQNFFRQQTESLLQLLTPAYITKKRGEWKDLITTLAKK
HKDC1 inh: HKDC1 hexokinase inhibitors, primary screen, biochemical, fluorescence, uHTS; Q2TB90; recombinant HKDC1, G6PDH/diaphorase resazurin coupled fluorescence; inhibition, % at 20 µM; 0.16% of 340,000 active; AID 493160, 2011;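 active = inhibition above about 35% when tested at 20 µM, limit read from the data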;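 note: plate controls were DMSO wells with enzyme for no effect and DMSO wells lacking enzyme for full effect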
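Material – in-house recombinant HK5 (HKDC1) enzyme · Quantity – HKDC1 at 5 µg/mL · Buffer or medium – pH 8.0 Tris buffer with 10 mM MgCl2 · Reagent – glucose with 1 mM ATP · Dosing – single 20 µM dose · Times – reaction time 90 min, room temperature, protected from light · Technique – resorufin fluorescence at 613 nm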
SENP1 FRET inh: human SENP1 catalytic domain inhibitors, primary screen, biochemical, FRET, uHTS. inhibition, % at 10 µM. 0.21% of 360,000 active. AID 624204, 2012. recombinant SENP1 catalytic domain, CyPet-SUMO1-YPet FRET cleavage;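 active = inhibition at least 30% at 10 µM, raw YFP signal under a set limit, fluorescence ratio 0.5 to 1.5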;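 note: 0% = enzyme with DMSO and 100% = no enzyme wells; some results filed as inactive read as strong as hits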
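Controls: no-enzyme wells low, DMSO-plus-enzyme wells high control. Test system: human recombinant His6-tagged SENP1 catalytic domain enzyme. Reagent: SFCypet-SUMO1-SFYpet FRET protein substrate, 25 nM final. Doses: one dose per compound, 10 µM, 0.5% DMSO. Detection: FRET, CFP and YFP emission. Timing: 50 min reaction at room temperature.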
SENP7 inh: SENP7 protease inhibitors, primary screen, biochemical, luminescence, uHTS | Sentrin-specific protease 7 (Homo sapiens), Q9BQF6 | recombinant SENP7, Z-RLRGG-aminoluciferin luminescence, 40 min | inhibition, % at 5 µM | 1.5% of 330,000 active;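 active = inhibition above about 50% at the single test dose, limit read from the data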;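 note: plate controls were DMSO with enzyme for no effect and no enzyme buffer wells for full effect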
Target sequence (Q9BQF6 706-1050 limits assumed): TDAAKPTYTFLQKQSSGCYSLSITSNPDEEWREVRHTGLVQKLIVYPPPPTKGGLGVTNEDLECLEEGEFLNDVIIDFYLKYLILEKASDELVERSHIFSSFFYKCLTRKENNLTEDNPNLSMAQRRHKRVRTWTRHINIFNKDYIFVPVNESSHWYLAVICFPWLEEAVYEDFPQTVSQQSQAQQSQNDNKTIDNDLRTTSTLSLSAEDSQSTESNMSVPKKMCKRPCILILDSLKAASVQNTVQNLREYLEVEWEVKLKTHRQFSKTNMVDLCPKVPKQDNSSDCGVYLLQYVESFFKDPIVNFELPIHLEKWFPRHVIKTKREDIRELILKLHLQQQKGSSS
NLRP3 yeast inh: NALP3 inflammasome inhibitors in reconstituted yeast, primary screen, luminescence, uHTS; Yeast reconstituted NLRP3/ASC/caspase-1, beta-gal luminescence, 24 h; inhibition, % at 10 µM; 0.39% of 330,000 active;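 active = inhibition of 50% or more; inactive = inhibition below 50%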;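 note: plate controls were induced DMSO wells for no effect and uninduced yeast grown without galactose for full effect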
Apaf1 inhib: inhibitors of human Apaf-1 apoptosome, primary screen, biochemical, DEVD-Rh110 fluorescence, uHTS. inhibition, % at 20 µM. reconstituted apoptosome caspase-3 activity. AID 489030, 2010. 0.71% of 330,000 active. Apoptotic protease-activating factor 1 (Homo sapiens), O14727; active = inhibition of at least 40% at 20 µM;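 note: plate controls were DMSO wells for no effect and DEVD-CHO caspase inhibitor wells for full effect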
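Material: reconstituted apoptosome with Apaf-1, cytochrome c, caspase-9, procaspase-3, dATP; medium: pH 7.5 Hepes buffer with CHAPS, BSA, DTT; also added: cytochrome c and DEVD-Rh110 substrate; timing: 30 min plus 50 min, RT; signal: Rh110 fluorescence intensity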
SENP6 inh: SENP6 protease inhibitors, primary screen, biochemical, luminescence, uHTS; Sentrin-specific protease 6 (Homo sapiens), Q9GZR1; Recombinant SENP6 catalytic domain, aminoluciferin luminescence; inhibition, % at 10 µM; 1.8% of 330,000 active; AID 2599, 2010;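 active = inhibition above about 50% at the single tested dose, limit read from the data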;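 note: plate controls were DMSO wells with enzyme for no effect and DMSO wells lacking enzyme for full effect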
Target sequence (Q9GZR1 628-1112 limits assumed): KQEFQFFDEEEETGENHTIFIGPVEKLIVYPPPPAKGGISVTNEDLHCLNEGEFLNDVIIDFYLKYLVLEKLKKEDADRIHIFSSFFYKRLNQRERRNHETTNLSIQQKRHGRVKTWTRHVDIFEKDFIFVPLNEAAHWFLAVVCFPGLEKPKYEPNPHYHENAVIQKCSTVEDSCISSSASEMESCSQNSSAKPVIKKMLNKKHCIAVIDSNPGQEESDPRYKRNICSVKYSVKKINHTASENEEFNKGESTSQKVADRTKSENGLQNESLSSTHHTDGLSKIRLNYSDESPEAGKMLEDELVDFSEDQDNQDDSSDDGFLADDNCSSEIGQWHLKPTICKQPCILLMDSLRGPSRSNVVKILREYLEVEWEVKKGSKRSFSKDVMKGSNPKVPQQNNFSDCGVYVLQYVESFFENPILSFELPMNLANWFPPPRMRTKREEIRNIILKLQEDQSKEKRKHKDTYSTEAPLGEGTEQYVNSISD
PfG6PD inh: PfG6PD enzyme inhibitors, primary screen, biochemical, fluorescence intensity, uHTS; 0.78% of 350,000 active; inhibition, % at 20 µM; AID 504690, 2011; PfGluPho enzyme, NADPH resazurin-diaphorase fluorescence;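 active = inhibition reaching at least a set limit at 20 µM in the primary screen, cut at about 59% in these data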;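 note: 0% = DMSO wells with substrate and 100% = DMSO wells lacking glucose-6-phosphate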
SENP8 block-2: human SENP8 protease inhibitors, primary screen, biochemical, fluorescence, Nedd8 protein substrate, uHTS; AID 602440, 2012; recombinant SENP8; inhibition, % at 20 µM; 0.64% of 360,000 active; Sentrin-specific protease 8 (Homo sapiens), Q96LD8; in the data active = inhibition mostly above about 40%, no sharp cut-off; inactive = mostly below about 27%
Starred values were filed as active, the others as inactive; . = no result given.

nr	structure	SENP8 block-1	HKDC1 inh	SENP1 FRET inh	SENP7 inh	NLRP3 yeast inh	Apaf1 inhib	SENP6 inh	PfG6PD inh	SENP8 block-2
1	CN1C(=O)c2ccccc2Sc2ccc(NC(=O)N3CCOCC3)cc21	1	1	0	1	4	2	-16	-4	0
2	CC(=O)Nc1ccc(NC(=O)COc2ccc(S(=O)(=O)NC(C)c3ccccc3)cc2)cc1 (stereo unspecified)	-1	16	1	1	14	2	1	-3	9
3	COCCCC1CCN(C(=O)C2CCC(=O)N(C3CCCCCC3)C2)CC1 (stereo unspecified)	-5	2	1	-1	10	-11	3	-18	11
4	Cc1noc(C(=O)Nc2ccccc2C(F)(F)F)c1Cl	-1	-11	2	0	-12	-15	-13	8	9
5	Cc1ccc(-c2nnn(CC(=O)N3c4ccccc4CCc4ccccc43)n2)cc1	-4	13	1	6	4	5	-1	2	3
6	COc1ccc(OCC(=O)Nc2ccccc2C(=O)N2CCOCC2)cc1	-11	-4	-1	1	6	-1	-21	2	6
7	COC(=O)CNC(=O)Cc1c(C)n(C(=O)c2ccc(Cl)cc2)c2ccc(OC)cc12	-9	3	0	-7	6	17	-9	-23	3
8	CC(C)(Oc1ccc(Cl)cc1)C(=O)NCC(c1cccs1)N1CCOCC1 (stereo unspecified)	-1	-1	-1	-2	14	20	-14	-8	4
9	COc1ccc(OC)c(S(=O)(=O)NC(N)=NCCc2ccccc2OC)c1	-5	.	.	-6	4	-14	-8	.	.
10	C=C(C)CNC(=S)NNC(=O)c1cc(C)oc1C	-3	-2	5	-6	11	-4	-13	-15	5

Ordered by molar mass (smallest number first): ten of the compounds above
nr	structure	SENP8 block-1	HKDC1 inh	SENP1 FRET inh	SENP7 inh	NLRP3 yeast inh	Apaf1 inhib	SENP6 inh	PfG6PD inh	SENP8 block-2
10	C=C(C)CNC(=S)NNC(=O)c1cc(C)oc1C	-3	-2	5	-6	11	-4	-13	-15	5
4	Cc1noc(C(=O)Nc2ccccc2C(F)(F)F)c1Cl	-1	-11	2	0	-12	-15	-13	8	9
1	CN1C(=O)c2ccccc2Sc2ccc(NC(=O)N3CCOCC3)cc21	1	1	0	1	4	2	-16	-4	0
6	COc1ccc(OCC(=O)Nc2ccccc2C(=O)N2CCOCC2)cc1	-11	-4	-1	1	6	-1	-21	2	6
3	COCCCC1CCN(C(=O)C2CCC(=O)N(C3CCCCCC3)C2)CC1 (stereo unspecified)	-5	2	1	-1	10	-11	3	-18	11
9	COc1ccc(OC)c(S(=O)(=O)NC(N)=NCCc2ccccc2OC)c1	-5	.	.	-6	4	-14	-8	.	.
5	Cc1ccc(-c2nnn(CC(=O)N3c4ccccc4CCc4ccccc43)n2)cc1	-4	13	1	6	4	5	-1	2	3
8	CC(C)(Oc1ccc(Cl)cc1)C(=O)NCC(c1cccs1)N1CCOCC1 (stereo unspecified)	-1	-1	-1	-2	14	20	-14	-8	4
7	COC(=O)CNC(=O)Cc1c(C)n(C(=O)c2ccc(Cl)cc2)c2ccc(OC)cc12	-9	3	0	-7	6	17	-9	-23	3
2	CC(=O)Nc1ccc(NC(=O)COc2ccc(S(=O)(=O)NC(C)c3ccccc3)cc2)cc1 (stereo unspecified)	-1	16	1	1	14	2	1	-3	9

(continued)
nr	structure	SENP8 block-1	HKDC1 inh	SENP1 FRET inh	SENP7 inh	NLRP3 yeast inh	Apaf1 inhib	SENP6 inh	PfG6PD inh	SENP8 block-2
11	CCC(Cc1ccccc1)NS(=O)(=O)c1ccc2c(c1)NC(=O)CO2 (stereo unspecified)	4	-4	0	-2	8	11	-6	16	16
12	Cc1ccc(NC(=O)CN2CCc3ccccc3C2)cc1C	-4	-2	1	1	31	8	-9	9	5
13	Cc1csc(NC(=O)CSc2ccc3nnc(CCNS(=O)(=O)c4ccccc4)n3n2)n1	-5	-9	-1	-9	4	5	0	14	10
14	CC1CCCC(C)N1CCCNC(=O)c1ccc2c(c1)NC(=O)c1ccccc1S2 (stereo unspecified)	-1	-5	-23	-4	4	13	25	8	15
15	O=C(Nc1cc(C(=O)N2CCN(c3ccccc3)CC2)ccc1Cl)c1cccs1	-1	-3	2	9	12	15	4	0	-1
16	Cc1ccc(S(=O)(=O)/N=C(/NC(=S)Nc2c(C)n(C)n(-c3ccccc3)c2=O)c2ccccc2)cc1	0	-3	1	4	4	-9	-3	8	18
17	Fc1cc(Cl)ccc1NC(=S)NCCN1CCOCC1	4	-2	0	18	3	-4	18	9	9
18	O=C(NCCc1ccc(Cl)cc1)c1ccc(S(=O)(=O)N2CCCC2)cc1	4	5	0	7	23	12	-10	-1	8
19	CN1C(=O)N(CC(=O)Nc2nccs2)C(=O)C12CCCCC2	-2	1	0	8	18	4	12	8	14
20	CCCNC(=O)CCc1nnc2ccc(N3CCC(C)CC3)nn12	2	-7	0	1	7	-1	-2	0	8
21	O=C(NCc1ccc(F)cc1)c1ccc(CS(=O)(=O)Cc2ccc(F)cc2)o1	-9	-6	1	-4	16	6	-10	-1	33
22	CC(=O)NCCn1c(SCC(=O)OCc2ccccc2)nc2ccccc2c1=O	-7	7	1	11	5	6	1	0	16
23	Cn1c(COc2ccccc2)nnc1SCC(=O)NNC(=O)C1CCCCC1	-3	-3	-1	-7	-5	-7	16	-7	2
24	CC(C)C(=O)N(Cc1cc2ccccc2[nH]c1=O)C(C)C	2	11	2	2	3	8	-4	-17	-18
25	CCCCOc1ncnc2c1[nH]c1ccc(F)cc12	-8	2	0	-16	31	3	-6	-6	-118
26	O=C(COc1ccc([N+](=O)[O-])cc1)NCc1ccncc1	2	8	0	-7	7	-9	-1	11	17
27	CCOC(=O)c1cc[nH]c1C	-2	-10	0	12	-8	-16	12	-1	10
28	C/C(=N\NS(=O)(=O)c1ccccc1)c1cccc(NC(=O)c2cccc(Cl)c2)c1	-8	-9	3	6	6	10	-24	15	0
29	Cc1cccc2nc(C(=O)Nc3cc(Cl)ccc3-n3cncn3)cn12	2	-7	-1	13	19	-1	-5	36	-64
30	O=C(COC(=O)/C=C/c1ccccc1[N+](=O)[O-])Nc1ccc(S(=O)(=O)N2CCOCC2)cc1	-12	-2	1	-6	-20	14	-5	14	-5
31	CC(=O)Nc1ccc(NS(=O)(=O)c2ccc(-c3cnc(C4CC4)o3)cc2)cc1	-2	-5	0	3	14	-2	-15	4	-8
32	COc1ccc2c(c1)CCc1c(C(=O)N3CCCC3)noc1-2	-7	-11	2	-1	25	-8	-6	2	10
33	CCCCCCn1nc(C(=O)N(CCOC)c2c(N)n(CCCC)c(=O)[nH]c2=O)c2ccccc2c1=O	-1	8	-18	1	11	11	3	-8	-55
34	CC(C)Nc1nc(Cl)nc(NC2CCCCC2)n1	2	-1	2	1	13	3	17	14	5
35	C/C=C(\C)C(=O)OC1c2c(ccc3ccc(=O)oc23)OC(C)(C)C1OC(C)=O (stereo unspecified)	2	0	0	-2	10	7	-10	5	-49
36	COc1ccc(S(=O)(=O)c2ccc(OC)c(OC)c2)cc1OC	6	-2	-3	9	5	-5	13	-25	16
37	Cc1cccc(C(=O)NNC(=S)NC(=O)c2cccs2)c1	-5	-6	0	0	21	-1	2	-34	12
38	CCN(CC)CCn1c(/N=C/c2cc(Br)ccc2O)nc2ccccc21	2	0	-16	-2	-19	3	5	-3	-164
39	CC1CCN(S(=O)(=O)c2ccc3c(c2)CCN3C(=O)C2CCC2)CC1	2	3	2	-5	15	23	20	-23	6
40	CCN(Cc1ccccc1)C(=O)c1cc(S(=O)(=O)N2CCOCC2)ccc1N1CCCC1	-10	2	1	8	-2	16	-18	-9	0
41	Cc1cc(SCc2ccc(Cl)c(Cl)c2)nc(=O)[nH]1	1	3	0	-4	0	10	-1	3	7
42	CC1=C(/C=N/Nc2ccc([N+](=O)[O-])cc2[N+](=O)[O-])C(C)(C)CCC1	-3	1	4	7	11	2	-6	2	46*
43	N#C/C(=C1/CCCCCN1)c1nc2ccccc2[nH]1	-6	0	-3	-6	49	18	-14	-8	22
44	CCOc1ccc(N(CC(=O)NCCSc2ccccn2)S(=O)(=O)c2ccc(Cl)cc2)cc1	3	4	-2	4	10	30	29	2	6
45	CN(C)S(=O)(=O)c1cccc(NC(=O)CSc2nc3c(cc2C#N)C(=O)CC(C)(C)C3)c1	3	14	-1	3	17	5	5	-14	11
46	Cc1ccc(Nc2nc(N)nc(CSc3ncccn3)n2)cc1	0	-1	-1	10	-7	3	13	-10	16
47	CC(=O)C1=NN(c2ccccc2)C2(S1)S/C(=C\c1ccccc1)C(=O)N2c1ccccc1 (stereo unspecified)	0	0	1	5	21	8	5	6	15
48	COc1cccc(C2=NOC(C(=O)NC(C)C)C2)c1 (stereo unspecified)	-7	-12	1	-10	7	3	-7	-12	4
49	COc1ccccc1C(CNC(=O)c1oc2ccccc2c1C)N1CCCC1 (stereo unspecified)	-1	9	-13	9	21	21	-5	7	-38
50	CCC(c1nnnn1Cc1ccco1)N(Cc1ccccc1OC)Cc1cc2cc(C)ccc2[nH]c1=O (stereo unspecified)	-7	10	-34	13	15	14	-14	23	-31
51	Cc1cc(=O)n(C)c(=O)n1CCCCCCN1CCCC1	-4	-10	2	-8	-3	0	-4	-2	4
52	NC(=O)C1CC(=O)N(c2ccc(OCc3ccc(Cl)cc3)cc2)C1 (stereo unspecified)	-20	-5	3	-12	10	10	-20	-3	19
53	C=CCN(CC=C)C(=O)C1CC(=O)N(c2ccc(Br)cc2)C1 (stereo unspecified)	-5	5	-1	-1	27	1	-1	2	14
54	CCCCCCC(O)(c1ccccc1)C(CN1CCOCC1)c1ccccc1 (stereo unspecified)	-2	4	2	-2	16	25	3	17	10
55	Cc1nnc(SCc2nnc(-c3cccs3)o2)s1	-1	-3	0	3	-6	4	-4	6	-8
56	COc1ccc(N(CC(=O)Nc2ccc3c(c2)OCCO3)S(=O)(=O)c2cccc(C)c2)cc1	-14	3	3	10	16	6	-24	12	12
